High-throughput results (PubChem)
LYP phosphatase: PTPN22 lymphoid phosphatase activity blockers – biochemical, fluorescence intensity, uHTS (AID 1779); recombinant LYP phosphatase, fluorescence intensity; higher % means a stronger effect; one-dose inhibition, % at 11.5 µM; IC50 in µM for titrated hits; hit rate 0.054% among 290,000;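 further: plate controls were vehicle with enzyme for no effect and no enzyme for full effect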
Siah-1 displacement: blockers of Siah-1 interaction with plectin peptide – biochemical, fluorescence polarization, rhodamine-plectin, uHTS, primary screen (AID 1817); Siah-1 / rhodamine-plectin peptide fluorescence polarization; higher % means a stronger effect; hit rate 0.02% among 290,000; displacement, % at 20 µM; hits with a dose series show IC50 in µM;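 active means displacement of at least 50% at 20 µM, with a fluorescence ratio check between 0.3 and a set limit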;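 further: plate controls were Siah plus tracer with DMSO for no effect and tracer alone without Siah for full effect; strong numbers were not always called active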
PMI inhibitors: MPI enzyme activity inhibition – biochemical, fluorescence intensity, coupled assay, primary screen (AID 1209) | one-dose inhibition, % at 20 µM; IC50 in µM for titrated hits | purified PMI enzyme, coupled fluorescence intensity; higher % means a stronger effect | hit rate 0.42% among 190,000;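 further: plate controls were DMSO vehicle for no effect and wells lacking substrate for full effect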
human PMI inhibitors: human PMI inhibitors, high substrate, primary screen, biochemical, fluorescence intensity, high mannose 6-phosphate (AID 1220); recombinant PMI enzyme, coupled fluorescence intensity; higher % means a stronger effect; one-dose inhibition, % at 20 µM; IC50 in µM for titrated hits; hit rate 0.66% among 190,000
Dynein transport: blocks dynein driven cargo transport along microtubules; hit rate 0.47% among 220,000; z-score, hits read low; 3617.4 mouse cells, GR-EGFP nuclear translocation imaging; test concentration mostly 20 µM; stimulated with dexamethasone, 1 µM; hits give low values;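 active means plate z-score of nuclear minus cytoplasmic receptor signal below a set negative limit, without overly bright fluorescence or cell loss, cut at about -3.5 in these data, passing the limit was not always enough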;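 further: z-score of nuclear minus cytoplasmic ring GR-EGFP intensity difference per well; some compounds called inactive have numbers as strong as hits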
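Also added: dexamethasone, 1.0 µM final. Medium: tet-free, stripped-serum medium. Detection: fixed, Hoechst-stained cells imaged at 10x for EGFP. Read-out: nuclear-to-cytoplasmic GR-EGFP distribution per well. Times: induction 48 h, compound 1 h, agonist 30 min.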
P. falciparum M17LAP: P. falciparum M17LAP inhibitors, primary screen, biochemical, fluorogenic H-Leu-NHMec substrate, 1536-well (AID 1619) | recombinant M17LAP, H-Leu-NHMec fluorogenic kinetic assay; higher % means a stronger effect | inhibition, % at 30 µM, or IC50 in µM where a hit was titrated | hit rate 0.38% among 220,000;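 active means compound inhibiting the enzyme by more than half at any dose during confirmatory dose-response retesting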;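 further: plate controls were full reaction with DMSO carrier for no effect and no enzyme background for full effect; strong numbers were not always called active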
XIAP antagonists: small molecules displacing peptide from XIAP – biochemical, IAP family, fluorescence polarization (AID 1018); XIAP BIR domain, fluorescence polarization peptide displacement; higher % means a stronger effect; displacement, % at 20 µM, or IC50 in µM where a hit was titrated; hit rate 0.007% among 200,000; in the data active means displacement above about 50%; further: a part of the inactive calls stands beside numbers as strong as those of hits
P. falciparum M1AAP: malaria alanyl aminopeptidase activity blockers – biochemical, fluorogenic H-Leu-NHMec substrate, 1536-well (AID 1445); one-dose inhibition, % at 30 µM; IC50 in µM for titrated hits; hit rate 0.42% among 220,000; recombinant M1AAP, H-Leu-NHMec fluorogenic kinetic assay; higher % means a stronger effect;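 active means primary inhibition above the hit cutoff, then over 50% inhibition at one or more dose response concentrations, cut at about 23% in these data, passing the limit was not always enough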;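 further: plate controls were DMSO full reaction for no effect and no enzyme background for full effect; strong numbers were not always called active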
AID2073: inhibitors of Mint1-CaV2.2 protein interaction, biochemical, HTRF (AID 2073) | inhibition, % at 20 µM; hits with a dose series show IC50 in µM | HTRF protein-protein interaction, Mint1-CaV2.2; higher % means a stronger effect | hit rate 0.19% among 290,000; in the data active means inhibition mostly above about 51%, no sharp cut-off; further: some results filed as inactive read as strong as hits
Dynein transport cytoplasmic EGFP: further read-out of Dynein transport, marked with its call; z-score; measured here: cytoplasmic GR-EGFP intensity; hits give high values
Dynein transport nuclear GR-EGFP: also measured in Dynein transport; calls as there; z-score; measured here: nuclear GR-EGFP intensity;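 lower value marks the stronger effect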
Dynein transport cell count: second read-out of Dynein transport, no call of its own (marks repeat the call); z-score; measured here: cell count per field
An asterisk follows results filed as active; / = no result given. Unless noted, no stated cut-off is given here; in the data, active means inhibition above about 50%; inactive means the rest.

1) CC(C)CN1CCN(Cc2cnc(N3CCOCC3)s2)CC1CCO (stereo unspecified)
2) O=C1CN(C(=O)c2cc3ccccc3oc2=O)C(c2ccc(F)cc2)c2cc(Br)ccc2N1 (stereo unspecified)
3) Cc1ccc(N2C(=O)CS/C2=C(\C(Cl)=C(Cl)Cl)[N+](=O)[O-])cc1
4) CCc1ccc(NC(=O)CCc2nc3ccccc3[nH]2)cc1
5) O=C(CCC(=O)OCCCC(F)(F)C(F)(F)F)NC1CCCCC1
6) CCOC(=O)C1C(=O)NC(N2CCN(Cc3ccccc3)CC2)=NC1c1ccco1 (stereo unspecified)
7) CCCCNC(=S)N/N=C/c1ccc(C#N)cc1
8) Cc1ccc(N2C(=O)CCC2(C#N)c2ccccc2)cc1 (stereo unspecified)
9) O=[N+]([O-])c1ccccc1CSc1ccccn1
10) CCOC(=O)CSc1nnc(CNC(=O)c2cc(OCC)c(OCC)c(OCC)c2)n1C
assay / entry,1,2,3,4,5,6,7,8,9,10
LYP phosphatase,-7.6%,0.2%,-7.8%,-4.9%,6.2%,-3.3%,1.1%,-3.7%,-3.3%,-2.0%
Siah-1 displacement,12.0%,-0.1%,-7.9%,-8.4%,-1.6%,1.7%,0.5%,-3.2%,-1.6%,-0.3%
PMI inhibitors,-7.3%,19.6%,3.5%,12.3%,8.5%,-9.7%,-2.6%,/,/,-0.6%
human PMI inhibitors,-4.6%,13.1%,1.4%,11.1%,4.3%,-3.0%,-1.3%,/,/,-3.6%
Dynein transport,0.0241,-0.272,-1.06,0.345,-0.455,-0.384,-0.788,1.38,0.413,2.84
Dynein transport cytoplasmic EGFP,-0.208,-0.22,0.22,-0.234,-0.232,-0.207,-0.164,-0.176,-0.0623,-0.131
Dynein transport nuclear GR-EGFP,0.525,0.823,-0.462,0.233,0.421,-0.0767,-0.623,1.43,0.232,1.8
Dynein transport cell count,0.201,-0.337,0.491,0.313,0.0405,0.00399,-0.106,-1.68,-0.831,-2.05
P. falciparum M17LAP,/,0.5%,-13.2%,7.7%,8.2%,16.0%,3.3%,-9.2%,0.9%,5.8%
XIAP antagonists,-0.1%,-15.9%,-8.7%,-0.7%,1.6%,-7.2%,-13.8%,/,/,0.1%
P. falciparum M1AAP,/,-2.4%,1.5%,3.3%,2.5%,-8.5%,9.8%,-4.3%,5.5%,9.0%
AID2073,-7.1%,0.2%,-4.7%,3.8%,6.6%,5.6%,-13.5%,0.7%,-28.1%,-6.0%

11) Cc1ccc(Cc2cnc(NC(=O)/C(C#N)=C/c3ccc(-c4ccc([N+](=O)[O-])cc4)o3)s2)cc1
12) CCOc1ccc(-n2c(=O)c3c4c(sc3n(CC(=O)NCCCOC)c2=O)CCCCC4)cc1
13) CC(=O)Nc1ccc(CN2CCN(C3CCCCC3)C(CCO)C2)cc1 (stereo unspecified)
14) O=C(N/N=C/C(Br)=C/c1ccccc1)c1n[nH]c2c1CCC2
15) NC(=S)N/N=C/c1cccc(/C=N/NC(N)=S)c1
16) CCOC(=O)N/N=C1\CC(C)S(=O)(=O)c2ccc(Cl)cc21 (stereo unspecified)
17) O=C(NCCCl)c1ccc(OCc2ccccc2)cc1Cl
18) Cn1c2c(c(=O)n(C)c1=O)C1(C(=O)Nc3ccccc31)C(C#N)=C(N)O2 (stereo unspecified)
19) CCN(c1ccccc1)S(=O)(=O)c1ccc2[nH]cc(C(=O)N3CCOCC3)c(=O)c2c1
20) CCN(CC)CCN(Cc1cc2cc(C)cc(C)c2[nH]c1=O)C(=S)NCc1ccco1
assay / entry,11,12,13,14,15,16,17,18,19,20
LYP phosphatase,7.3%,-3.2%,-10.9%,0.8%,1.8%,-5.6%,-3.3%,0.2%,2.9%,-1.6%
Siah-1 displacement,1.5%,-4.5%,-3.2%,7.3%,-2.3%,-15.1%,-12.8%,-0.8%,-2.7%,-6.7%
PMI inhibitors,2.9%,-0.3%,9.0%,5.9%,/,/,-15.1%,-6.8%,14.6%,6.1%
human PMI inhibitors,4.7%,-1.5%,6.8%,-3.3%,/,/,-12.2%,47.4%,8.3%,6.7%
Dynein transport,0.196,0.0164,-0.82,-0.625,-0.135,3.1,1.55,-1.73,-0.24,-0.197
Dynein transport cytoplasmic EGFP,0.336,-0.371,-0.277,-0.213,-0.255,-0.162,-0.182,0.308,0.469,0.341
Dynein transport nuclear GR-EGFP,0.773,-0.16,-0.591,-0.435,-0.0326,1.24,0.817,-0.524,-0.0159,-0.433
Dynein transport cell count,0.89,0.129,1.48,0.217,0.299,-2.02,-0.95,-0.174,-0.94,0.876
P. falciparum M17LAP,-8.9%,1.3%,-2.4%,5.4%,-1.2%,4.4%,0.3%,-4.9%,-5.6%,-7.7%
XIAP antagonists,-1.9%,-9.5%,0.4%,-1.6%,/,/,-4.2%,-3.2%,-5.8%,-0.2%
P. falciparum M1AAP,-3.2%,10.6%,-2.7%,1.6%,5.9%,-1.2%,-5.3%,6.1%,6.9%,-0.1%
AID2073,30.5%,44.7%,41.0%,-15.7%,-4.4%,-11.9%,-5.3%,35.8%,-0.3%,1.9%

21) C=C1/C(=C\C=C2/CCC[C@]3(C)[C@@H]([C@H](C)CCCC(C)(C)O)CC[C@@H]23)C[C@@H](O)C[C@@H]1O
22) O=C(/C=C/c1cccc(OCc2ccccc2)c1)c1cccnc1
23) O=S(=O)(c1cccc(-c2nnc(SC(F)F)n2-c2ccccc2)c1)N1CCCCC1
24) Cc1cc(NCCCCO)n2c(nc3ccccc32)c1C#N
25) CCN(Cc1ccccc1)C(c1ccc(C)cc1)c1nnnn1C(C)(C)C (stereo unspecified)
26) CCCc1cc(=O)[nH]c(SCc2cccnc2)n1
27) COc1cccc(CN2C(=O)N(C(C)C)C(N(O)C(=O)NC(C)C)C2(C)C)c1OC (stereo unspecified)
28) Cc1ccc(N(CC(=O)NCCSc2ccccn2)S(=O)(=O)c2ccc(F)cc2)cc1
29) S=C1NCN(Cc2ccco2)CN1c1cccc2ccccc12
30) O=C(O)CCS(=O)(=O)Cc1cccc(Cl)c1
assay / entry,21,22,23,24,25,26,27,28,29,30
LYP phosphatase,0.0%,3.8%,-12.9%,-29.0%,-3.1%,-3.3%,1.6%,3.0%,-8.1%,-5.3%
Siah-1 displacement,4.7%,-5.2%,-0.3%,0.6%,-2.0%,1.3%,0.8%,0.0%,4.7%,3.5%
PMI inhibitors,21.4%,-13.0%,-10.7%,8.8%,14.5%,-9.5%,7.1%,12.2%,/,2.1%
human PMI inhibitors,15.6%,-18.2%,1.3%,9.6%,8.7%,-11.3%,7.8%,6.5%,/,3.6%
Dynein transport,/,0.845,1.13,-0.137,2.65,-0.237,0.0461,-0.953,-0.593,-0.575
Dynein transport cytoplasmic EGFP,/,0.111,-0.181,0.0112,-0.16,2.24,-0.272,-0.308,-0.224,-0.172
Dynein transport nuclear GR-EGFP,/,0.715,1.49,0.343,1.36,0.166,0.129,-0.666,-0.44,-0.0442
Dynein transport cell count,/,-1.7,-0.858,0.404,-1.09,0.293,0.952,0.853,0.847,-0.147
P. falciparum M17LAP,0.4%,-7.8%,-3.8%,-19.4%,-4.6%,3.9%,8.9%,3.1%,-3.6%,-3.1%
XIAP antagonists,-1.5%,-6.2%,-5.1%,-4.1%,-8.5%,-6.1%,-3.9%,-3.9%,/,-7.3%
P. falciparum M1AAP,0.3%,12.3%,-0.4%,5.8%,3.5%,-0.6%,3.4%,6.5%,8.5%,0.2%
AID2073,6.0%,7.6%,25.9%,32.6%,3.8%,7.3%,-43.4%,31.5%,-7.0%,-8.7%

31) Cn1c(Cn2nnc3ccccc32)nnc1SCC(=O)Nc1ccc2c(c1)OCO2
32) CC(C)CCNC(=O)C(=O)NC1CCCC1
33) O=C(Nc1nccs1)c1sc2ccccc2c1Cl
34) CCOCCCNCc1cccc(OCc2ccc(F)cc2)c1
35) Cc1ncc([N+](=O)[O-])n1CC(=O)NC1CCCC1
36) C/C(=N\N=C1\NC(=O)C(CC(=O)O)S1)c1ccccn1 (stereo unspecified)
37) Cc1c(NC(=O)c2cccs2)c(=O)n(-c2ccccc2)n1C
38) Cc1occc1C(=O)NCCCCNC(=O)c1ccoc1C
39) O=C(NCc1cccnc1)c1cccc(S(=O)(=O)N2CCOCC2)c1
40) COc1ccc(-c2cc(C(F)(F)F)nc(N3CCN(C)CC3)n2)cc1
assay / entry,31,32,33,34,35,36,37,38,39,40
LYP phosphatase,-2.4%,-4.6%,7.2%,-8.9%,6.5%,-5.5%,-6.2%,-5.3%,-11.1%,-3.6%
Siah-1 displacement,3.6%,8.1%,10.1%,-4.8%,1.8%,-10.1%,2.5%,1.5%,2.3%,3.7%
PMI inhibitors,16.0%,4.3%,9.4%,10.1%,17.2%,/,-3.2%,-0.2%,-0.8%,10.8%
human PMI inhibitors,10.4%,7.7%,9.2%,9.6%,12.9%,/,-8.4%,1.0%,-0.2%,6.1%
Dynein transport,1.01,-0.486,0.907,-0.229,0.646,1.15,-0.354,-0.123,-1.03,-0.504
Dynein transport cytoplasmic EGFP,-0.209,-0.289,-0.226,0.196,-0.191,0.585,-0.336,-0.232,-0.274,0.168
Dynein transport nuclear GR-EGFP,1.01,0.621,0.698,-0.0281,0.209,0.532,-0.0947,-0.0552,-0.405,-0.245
Dynein transport cell count,-1.58,0.298,0.202,0.269,-1.69,-1.93,0.415,-0.196,0.255,0.591
P. falciparum M17LAP,6.4%,6.8%,-9.9%,-1.3%,-0.3%,-8.9%,-6.1%,5.5%,-3.4%,-4.5%
XIAP antagonists,-7.7%,-0.8%,-10.7%,0.1%,-9.5%,/,-2.5%,-1.7%,-0.2%,2.8%
P. falciparum M1AAP,3.4%,1.1%,17.6%,-1.0%,0.8%,-22.1%,9.8%,11.8%,0.5%,3.3%
AID2073,4.1%,-3.1%,2.8%,0.3%,10.6%,-15.2%,20.1%,5.4%,-7.7%,-3.0%

Three entries already listed, sorted by length of the SMILES, smallest number first.
32) CC(C)CCNC(=O)C(=O)NC1CCCC1
37) Cc1c(NC(=O)c2cccs2)c(=O)n(-c2ccccc2)n1C
31) Cn1c(Cn2nnc3ccccc32)nnc1SCC(=O)Nc1ccc2c(c1)OCO2
assay / entry,32,37,31
LYP phosphatase,-4.6%,-6.2%,-2.4%
Siah-1 displacement,8.1%,2.5%,3.6%
PMI inhibitors,4.3%,-3.2%,16.0%
human PMI inhibitors,7.7%,-8.4%,10.4%
Dynein transport,-0.486,-0.354,1.01
Dynein transport cytoplasmic EGFP,-0.289,-0.336,-0.209
Dynein transport nuclear GR-EGFP,0.621,-0.0947,1.01
Dynein transport cell count,0.298,0.415,-1.58
P. falciparum M17LAP,6.8%,-6.1%,6.4%
XIAP antagonists,-0.8%,-2.5%,-7.7%
P. falciparum M1AAP,1.1%,9.8%,3.4%
AID2073,-3.1%,20.1%,4.1%
